Assay outcomes deposited in PubChem BioAssay by several laboratories.
TcdB inh: TcdB glycohydrolase inhibition; P18177; TcdB glycohydrolase enzymatic assay, plate reader; inhibition, % at 9.99 µM; 350,000 compounds, 0.24% hits; AID 652162; in the data active = inhibition above about 10%
Anthrax LF inh2: blocks Bacillus anthracis lethal factor protease; P15917; multiplex microsphere protease cleavage assay, LF; inhibition, % at 10 µM; 360,000 compounds, 0.12% hits; note: plate controls were buffer without enzyme for full effect and enzyme alone for no effect
Target sequence (P15917 whole entry, looked up): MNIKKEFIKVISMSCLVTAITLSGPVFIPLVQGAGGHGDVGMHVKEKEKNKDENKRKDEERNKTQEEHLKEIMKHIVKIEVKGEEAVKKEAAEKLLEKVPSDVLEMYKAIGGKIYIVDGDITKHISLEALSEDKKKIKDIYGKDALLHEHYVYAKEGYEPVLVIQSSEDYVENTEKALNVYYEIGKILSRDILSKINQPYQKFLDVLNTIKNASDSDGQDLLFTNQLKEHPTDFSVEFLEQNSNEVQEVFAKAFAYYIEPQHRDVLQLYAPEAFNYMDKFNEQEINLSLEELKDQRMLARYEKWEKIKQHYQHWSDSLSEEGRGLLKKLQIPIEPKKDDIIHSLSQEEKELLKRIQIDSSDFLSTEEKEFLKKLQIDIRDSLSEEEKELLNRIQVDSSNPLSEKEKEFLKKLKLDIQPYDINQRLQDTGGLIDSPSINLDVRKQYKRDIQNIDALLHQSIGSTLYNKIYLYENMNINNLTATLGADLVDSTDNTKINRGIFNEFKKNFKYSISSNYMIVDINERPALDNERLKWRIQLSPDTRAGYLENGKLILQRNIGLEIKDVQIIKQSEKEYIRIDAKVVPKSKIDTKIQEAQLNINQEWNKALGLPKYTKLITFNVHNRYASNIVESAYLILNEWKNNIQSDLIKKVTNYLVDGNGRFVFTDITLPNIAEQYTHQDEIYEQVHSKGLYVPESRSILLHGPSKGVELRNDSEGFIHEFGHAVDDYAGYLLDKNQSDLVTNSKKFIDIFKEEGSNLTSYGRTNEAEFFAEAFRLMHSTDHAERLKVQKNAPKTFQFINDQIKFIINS
PfHsp40 yeast: compounds rescuing yeast from Plasmodium falciparum HSP40 toxicity. S. cerevisiae expressing PfHsp40, growth rescue, ATP luminescence. 340,000 compounds, 0.68% hits. growth rescue, % at 12.5 µM. AID 504582; in the data active = growth rescue above about 28%, passing the limit was not always enough; inconclusive = no clear call, values can overlap the other calls;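 note: yeast W303a lacking pdr1 and pdr3 grown in galactose medium; growth measured after three days at 30 °C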
SSB-PriA inh: inhibitors of Klebsiella pneumoniae PriA binding to SSB C-terminal tail; AlphaScreen SSBct-PriA binding, biotinylated peptide; inhibition, % at 33 µM; 430,000 compounds, 0.6% hits; AID 1272365; in the data active = inhibition mostly above about 37%, no sharp cut-off; inactive = mostly below about 20%;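 note: plate controls were negative control peptide for no effect and reference peptide for full effect; strong numbers were not always called active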
SARS 3CLpro inh: SARS-CoV 3CLpro protease inhibition. P0C6X7. recombinant SARS-CoV 3CLpro, quenched FRET peptide cleavage. inhibition, % at 6 µM. 290,000 compounds, 0.14% hits. AID 1706; in the data active = inhibition above about 12%
BoNT A protease: BoNT A light chain protease inhibition. multiplex microsphere protease substrate cleavage, flow cytometry. inhibition, % at 10 µM. 360,000 compounds, 0.17% hits; note: plate controls were buffer without enzyme for full effect and enzyme alone for no effect
PrPC surface inh: reduces human prion protein on the cell surface; cell surface PrPC, TR-FRET read-out; inhibition, % at 13.8 µM; 370,000 compounds, 0.43% hits; AID 720596; in the data active = inhibition above about 24%; note: 0% = median of the test wells and 100% = reference compound wells
BH1578 lux ind: inducers of Vibrio cholerae quorum light production without autoinducers. V. cholerae BH1578 lux reporter, luminescence, 6 h. activation, % at 18.7 µM. 350,000 compounds, 0.16% hits. AID 588436; in the data active = activation mostly above about 9.7%, no sharp cut-off; inconclusive = no clear call, values can overlap the other calls; inactive = mostly below about 3.7%; note: not every result past the cut was called active; inactives centre near 0; reference of the scale not given here
Y pestis TopoI: Y. pestis Topo-I inhibition via cleavage products; 360,000 compounds, 0.064% hits; Y. pestis Topo-I cleavage product accumulation, plate reader; activity, % at 10 µM; in the data active = activity above about 50%, passing the limit was not always enough; inconclusive = no clear call, values can overlap the other calls; note: inactives centre near 2
An asterisk follows results filed as active; i = inactive; ? = inconclusive; . = no result given; & = joins results of further samples. Cut-off read from the data, not from the text of the source, unless noted: active = inhibition above about 30%; inconclusive = no clear call, values can overlap the other calls; inactive = below that. Not all compounds are listed; the hit share may differ from the screen's.

SMILES	TcdB inh	Anthrax LF inh2	PfHsp40 yeast	SSB-PriA inh	SARS 3CLpro inh	BoNT A protease	PrPC surface inh	BH1578 lux ind	Y pestis TopoI
O=S(=O)(Nc1cccc2cccnc12)c1ccc(S(=O)(=O)N2CCCC2)cc1	.	-9	0.3	45*	6	-0.9	37*	i	-6
O=C(O)/C=C/C(=O)NCCc1ccc(Cl)cc1	0.5	0	-1.3	-6	3	0.2	-5	-0.7	-8
COc1ccc(S(=O)(=O)N(C)C[C@@H]2OCc3cnnn3CCCC(=O)N([C@@H](C)CO)C[C@H]2C)cc1	0.6&0.9&1.0	-4	.	.	.	0.1	0	-0.4	-1
COc1ccc(OC)c(NC(=O)C2CC(=O)N(CCc3ccccc3)C2)c1 (stereo unspecified)	0.7	-7	0.0	-2	3	-0.6	-6	-0.2	8
CCn1c(Cc2ccccc2)nnc1SCC(=O)Nc1ccc(C)cc1	.	-7	2.1	-8	1	-4.1	9	-0.4	23
CCOC(=O)c1cnc2ccc(C)cc2c1Sc1ccc(F)cc1	.	2	-1.5	-18	1	-1.5	0	i	40
CCc1cc(Cn2nc(-c3ccccc3)cc2C(=O)NCc2ccccc2OC)on1	0.0	-4	1.1	-28	.	0.4	9	-3.0	-7
Fc1ccc(-[n+]2nc(Nc3ccccc3)sc2-c2ccc(OCc3ccccc3)cc2)cc1	0.0	-7	0.1	-10	5	0.6	2	i	-2
CC1(c2ccccc2)CC(C)(C)N2C(=O)C(=O)c3cccc1c32 (stereo unspecified)	1.8	2	0.1	2	-3	-0.6	3	i	5
Cc1ccc(S(=O)(=O)N(OCc2ccccc2)C(C)C(=O)O)cc1 (stereo unspecified)	0.4	6	.	-2	.	-0.5	7	0.2	-3
CCN(C)C1CN(Cc2cn(Cc3cc(C)cc(C)c3)nn2)S(=O)(=O)C1 (stereo unspecified)	0.2	-9	.	.	.	0.1	-4	.	.
CCN1C(=O)/C(=C\c2ccc(F)cc2)N=C1SCC(=O)NCc1ccco1	-0.2	2	-0.7	-10	3	-0.2	3	-1.4	-4
O=C(NCCc1ccccc1)c1ccc(NC(=O)C2CCC2)cc1	0.5	-6	-1.4	0	.	0.3	-2	0.6	-5
COc1ccc(N2C(=O)CC(NNC(=O)c3cccnc3)C2=O)cc1 (stereo unspecified)	-4.9	-3	-0.9	-4	1	2.8	3	-0.4	-3
CC(=O)Nc1cccc(NC(=O)c2c(-c3ccccc3Cl)noc2C)c1	.	0	-1.3	2	2	0.2	3	0.9	2
COc1ccccc1NC(=O)COC(=O)CCC(=O)c1cccs1	3.4	0	0.3	-2	.	2.2	7	i	3
Cn1c(=O)c(/C=C/c2ccccc2)nc2ccccc21	.	16	0.2	-38	2	49*	-5	-0.7	18
CCc1ccccc1NC(=O)CSc1nnc(C2CC2)n1CC1CCCO1 (stereo unspecified)	-0.5	0	-1.0	-13	6	-0.1	2	i	4
COc1ccc(OC)c(C(=O)COC(=O)CNC(=O)c2ccccc2)c1	0.4	-4	-0.6	-9	-2	1.3	-9	i	-5
O=C(O)C(C(=O)O)=C1C2CC3CC(C2)CC1C3	-0.2	-8	-1.6	-7	0	2.4	7	i	2
Cc1ccc2nsnc2c1NC(=O)c1cccnc1Cl	2.1	0	0.1	-1	-3	0.2	-19	i	1
Clc1ccccc1OCCn1nnc2ccccc21	0.8	-2	-0.5	-42&-19	1	-1.1	3	-0.3	-4
COc1cc(SC#N)ccc1N=Cc1c(C)[nH]n(-c2ccc(C)c(C)c2)c1=O	0.6	0	-2.6	-1	4	2.2	4	-0.3	9
N/C(=N\NC(=O)c1cccc(F)c1)c1cc2ccccc2oc1=O	0.9	0	0.8	.	3	-0.1	-6	i	-9
CCCCc1ccc(NC(=S)NCCN2CCOCC2)cc1	-0.2	-2	0.8	-15	3	-0.4	9	i	9
Cc1cc(C)nc(SCC(=O)Nc2ncc(Cc3cccc(Cl)c3)s2)n1	4.6	-5	1.5	-18	-1	-0.6	-1	-0.3	37
Oc1cccc(/C=N/Nc2nn3cnnc3c3ccccc23)c1	0.6	-1	-0.1	i	-7	-0.8	0	i	0
O=C1CCC/C(=N\NC(=O)NC2CCCCC2)C1	0.5	-3	-0.6	.	-3	-0.1	-5	-0.2	-5
O=C(COC(=O)CC1CCCC1)Nc1ccc(Cl)cn1	0.7	-11	2.1	-24	.	-0.3	4	0.2	2
COC(=O)C1=CN(C(C)C)C=C(C(=O)OC)C1c1cc2c(cc1Br)OCO2	.	-1	-1.1	-44	3	1.2	-3	-0.2	9
CCc1nnc(NC(=O)CSc2nnc(CSc3nc(C)cc(C)n3)o2)s1	.	0	-0.9	-6	-7	-0.9	2	i	1
Cc1ccc(C(NC(=O)C2CCN(CCOc3ccc(Cl)cc3Cl)CC2)c2ccccn2)cc1 (stereo unspecified)	-2.6	0	.	.	.	-0.1	-12	1.6	22
COc1cccc(/C=N/NC(=S)NC2CC3CCC2C3)c1OC (stereo unspecified)	-2.0	-7	1.6	.	3	-0.8	9	-0.5	6
Cc1ccc(C)c(N2CC(O)(c3cccs3)[N+]3=C2CCCC3)c1 (stereo unspecified)	0.9	-5	2.7	4	2	0.8	-4	-1.1	-3
Cc1onc(-c2ccccc2)c1C(=O)NC(C)c1ccc2c(c1)OCO2 (stereo unspecified)	1.8	0	-0.4	1	2	1.7	-1	0.5	-5
Cc1ccc(N(C(=O)CNC(=O)c2ccco2)C(C(=O)NC2CCCCC2)c2cccnc2)cc1C (stereo unspecified)	0.0	0	-0.7	2	1	-1.1	0	-0.3	9
CC1CCN(CCCNC(=O)COc2cc(=O)n(C)c3ccccc23)CC1	.	?	-0.2	-7	-2	-0.5	0	-0.3	3
CC(=O)c1cccc(N(C(=O)c2ccco2)C(C(=O)NC2CCCC2)c2ccc(N3CCOCC3)cc2)c1 (stereo unspecified)	1.7	0	-0.8	7	0	-1.0	10	-0.5	-3
O=C(Nc1ccccc1F)c1ccc(CN2CCN(c3ccccc3)CC2)cc1	1.9	2	1.0	-3	3	1.0	0	-1.3	22
O=C(CCl)Nc1ccccc1Sc1ccc(Cl)cc1	.	1	2.5	-36	-1	-3.3	-1	-5.3	27
CCOC(=O)c1c(/N=C/N(C)C)sc(/C=N/Nc2ccccc2)c1-c1ccccc1	.	1	-0.1	.	-5	6.0	54*	0.1	-6
CCN(CC)C(=O)C1=C(C)N(Cc2ccc(C(C)(C)C)cc2)C(=O)C(CC(=O)NCC2CCCCC2)C1 (stereo unspecified)	1.5	-2	.	.	.	0.3	5	-0.4	15
COc1ccccc1CNC(=O)CS(=O)(=O)c1ccc(C)cc1	1.8	-1	-2.3	-25	0	-1.7	-8	-1.2	3
COc1cc(N)c(Cl)cc1C(=O)OCC(=O)NC1CCCC1	0.3	-2	-0.2	-16	0	-1.7	-7	i	6
CCOC(=O)C1(CC2CCCCO2)CCN(C(=O)Nc2ccc(C)c(C)c2)CC1 (stereo unspecified)	0.9	-2	1.7	-5	6	0.6	-4	-0.5	15
N#Cc1ccccc1NC(=O)COc1c(Br)cc(Br)c2cccnc12	1.2	0	0.0	3	3	0.8	17	i	0
Cc1nc(Cn2c3ccc(NC(=S)NC4CCCCC4)cc3c(=O)n2C)cs1	1.4	-8	.	.	.	-0.6	7	-5.0	2
CCCCN(C)C(=O)c1ccc(Nc2nc(C(N)Cc3ccc(C(F)(F)F)cc3)cs2)nc1 (stereo unspecified)	0.9	-6	.	.	.	-0.8	-20	-0.7	1
COc1ccccc1CNC(=O)CCSCc1cccc(Cl)c1	.	-3	6.2	-17	3	0.4	8	-0.2	36
COC(=O)c1ccc(CC2(C)C(=O)Nc3ccc(OC(F)(F)F)cc32)o1 (stereo unspecified)	1.3	-1	.	.	.	-0.7	4	i	0
CCCCCC(=O)NNC(=O)c1ccc(F)cc1	.	2	0.7	-9	-2	0.6	0	0.6	0
CCC1=Nc2cc(C(=O)NCCCOC)ccc2Sc2ccccc21	.	-1	0.5	0	-2	1.9	2	-1.7	-7
CCOC(=O)c1c(C(=O)OCC)c(C)n(CCc2ccc(OC)c(OC)c2)c1C	.	-1	0.6	-17	3	-0.2	-5	i	5
OC[C@@H]1CN(Cc2ccccc2)C[C@H](n2cnc3c(NCc4ccco4)ncnc32)O1	1.2	0	.	.	.	-0.2	2	-0.3	5
CC(C)CN(C(=O)CSc1nncn1C)C1CCS(=O)(=O)C1 (stereo unspecified)	0.3	4	-0.5	-18	.	-0.5	3	-2.5	-3
CC(Sc1nc2cc([N+](=O)[O-])ccc2n1-c1ccc(F)cc1)C(=O)NCc1ccc2c(c1)OCO2 (stereo unspecified)	.	-1	2.4	25	4	2.8	-3	-0.2	15
O=C(Nc1ccccn1)c1ccc(S(=O)(=O)N2CCCC2)cc1	2.5	3	-1.8	-8	.	-5.4	-3	-1.4	2
O=C(/C=C/c1cccc([N+](=O)[O-])c1)Nc1ccccn1	1.1	-7	-0.3	-5	5	0.0	-2	-0.9	-10
CC(Sc1nc(-c2ccccc2)cc(C(F)(F)F)n1)C(=O)O (stereo unspecified)	3.0	-4	-1.1	-14	0	-0.2	-1	1.6	3
CCOC(=O)c1ccc(N=C2SC(C(=O)NC)CC(=O)N2CCc2ccccc2)cc1 (stereo unspecified)	1.2	-13	-0.4	-12	5	-2.4	1	-0.7	29

(next part)
SMILES	TcdB inh	Anthrax LF inh2	PfHsp40 yeast	SSB-PriA inh	SARS 3CLpro inh	BoNT A protease	PrPC surface inh	BH1578 lux ind	Y pestis TopoI
Cn1c(=O)c2c(nc(N3CCNCC3)n2Cc2cccc3ccccc23)n(C)c1=O	.	-1	-1.4	-16	5	-1.7	.	i	0
O=c1oc2ccccc2cc1-c1cn2ccccc2n1	-0.1	-4	-1.2	-6	3	-1.4	-12	-0.3	0
Cc1ccc(OCC(=O)N/N=C/c2ccccc2)c([N+](=O)[O-])c1	2.3	-6	-0.4	.	-2	0.2	6	i	-15
CC(Nc1cc(N2CCCC2)ccc1[N+](=O)[O-])c1ccccc1 (stereo unspecified)	.	-4	0.5	3	-5	-0.5	-2	-0.7	21
CCc1c(O)nc(SCC(=O)Nc2ccc(Cl)cc2)n(-c2ccccc2)c1=O	-1.3	-7	.	.	.	0.0	-6	-0.3	2
COc1cccc(COC(=O)C2CCN(S(=O)(=O)c3ccc(C)cc3C)CC2)c1OC	1.6	8	0.2	-19	.	-2.9	3	i	?
COc1ccccc1NCC(=O)NNC(C)C(=O)Nc1cccc(Cl)c1 (stereo unspecified)	0.6	3	-0.8	4	-2	-1.6	-4	-1.2	1
CC(C)[C@H](Nc1nc(-c2ccccc2)nc2c1oc1ccccc12)C(=O)O	.	0	5.6	4	2	-0.4	4	-0.2	13
COC(=O)[C@H](CCSC)NC(=O)NCc1ccccn1	.	7	-0.6	0	-4	0.3	-2	i	0
COc1ccc(NC(=O)CN2CCN(Cc3ccccc3)CC2)cc1	0.6	-19	0.6	-2	-3	-1.4	-16	0.7	4
